DNMT1 block = DNMT1 (human) enzyme inhibition. DNMT1 molecular beacon, Hinp1I cleavage, fluorescence. inhibition (reported as % activation of signal), % at 10 µM. 0.83% of 360,000 active; in the data active means inhibition above about 50%
NadD inh = inhibitors of Staphylococcus aureus NadD; purified NadD enzyme, colorimetric absorbance read-out; inhibition, % at 20 µM; 0.78% of 360,000 active; in the data active means inhibition above about 26%; further: some compounds past the cut are filed as inactive
Scp-1 inhibitor = inhibitors of human Scp-1 phosphatase | Q9GZU7 | Recombinant Scp1, phosphopeptide, malachite green phosphate absorbance | inhibition, % at 20 µM | AID 493091 | 0.88% of 340,000 active;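 active means inhibition above about 50% at 20 µM, limit read from the data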;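 further: plate controls were DMSO wells with enzyme for no effect and wells lacking enzyme for full effect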
Target sequence (Q9GZU7 76-261 limits assumed): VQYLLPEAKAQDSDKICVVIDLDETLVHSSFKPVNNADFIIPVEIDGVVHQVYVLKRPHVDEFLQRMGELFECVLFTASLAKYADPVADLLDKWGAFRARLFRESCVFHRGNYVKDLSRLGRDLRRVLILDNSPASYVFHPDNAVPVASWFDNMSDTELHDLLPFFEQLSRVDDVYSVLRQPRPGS
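Times: enzyme reaction 45 min at room temperature, colour 5 min, stabilisation 30 min. Material: SCP-1 catalytic fragment, aa 76-261. Medium: Acidic Tris acetate buffer with magnesium and detergent. Signal: colorimetric free-phosphate detection, absorbance 630 nm. Read-out basis: % inhibition of SCP-1 phosphate liberation. Reagent: Phosphorylated 17-residue peptide substrate.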
SUMO1 PPI mod = modulators of human SUMO1-mediated protein-protein interactions | P63165 | SUMO1 binding to a labelled peptide, TR-FRET, 1 h | inhibition, % at 20 µM | 0.33% of 360,000 active; in the data active means inhibition above about 37%
Target sequence (P63165 whole entry, looked up): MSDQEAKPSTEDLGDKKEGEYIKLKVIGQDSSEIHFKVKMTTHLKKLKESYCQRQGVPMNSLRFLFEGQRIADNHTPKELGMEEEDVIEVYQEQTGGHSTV
Rpn11 inh = Rpn11 (human) deubiquitinase inhibition; human 26S proteasome, Ub4-pepOG fluorescence polarization; 20S core pre-blocked with epoxomicin; calls only at 20 µM; 0.59% of 360,000 active; AID 588493;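 active means inhibition at 20 µM, scaled to each plate's controls, above about 33%, limit read from the data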
Target sequence (O00487 whole entry, looked up): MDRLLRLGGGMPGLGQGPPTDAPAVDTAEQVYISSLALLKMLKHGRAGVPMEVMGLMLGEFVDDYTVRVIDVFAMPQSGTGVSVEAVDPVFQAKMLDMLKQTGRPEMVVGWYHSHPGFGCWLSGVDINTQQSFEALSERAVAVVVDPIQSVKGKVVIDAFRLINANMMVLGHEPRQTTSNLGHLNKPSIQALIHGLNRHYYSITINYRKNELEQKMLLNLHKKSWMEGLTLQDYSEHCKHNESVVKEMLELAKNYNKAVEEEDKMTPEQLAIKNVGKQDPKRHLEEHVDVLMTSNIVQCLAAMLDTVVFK
MLLE-PAM2 inh = blocks PAM2 peptide binding to the PABP1 MLLE domain; P11940; GST-MLLE / FITC-PAM2 fluorescence polarization; inhibition, % at 20 µM; 0.36% of 360,000 active; AID 588489; in the data active means inhibition above about 35%, passing the limit was not always enough;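 further: plate controls were DMSO wells with GST-MLLE for no effect and wells lacking GST-MLLE protein for full effect; some results filed as inactive read as strong as hits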
LMPTP block = LMPTP (human) inhibition | recombinant LMPTP-A, OMFP fluorogenic substrate, fluorescence intensity | inhibition, % at 20 µM | 0.22% of 360,000 active;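 active means compounds that cut the enzyme signal by at least half of the control window in the single-dose screen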;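 further: plate controls were DMSO wells with enzyme plus substrate for no effect and substrate without enzyme for full effect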
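Material: LMPTP-A; amount: 0.625 nM enzyme; doses: single 20 µM dose; times: reaction 50 min, room temperature, dark; technique: fluorescence intensity of OMFP turnover product; benchmarks: no-enzyme and uninhibited controls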
CSN deneddyl inh = blocks human CSN-mediated cullin deneddylation; Q92905; Purified CSN, SCF-Nedd8-OG deneddylation, fluorescence polarization; inhibition, % at 12.5 µM; 0.38% of 360,000 active;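 active means pattern-corrected inhibition above about 35%, with an unprinted fluorescence ratio check between 0.5 and 1.5, limit read from the data, passing the limit was not always enough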;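 further: 0% = enzyme with substrate and 100% = substrate without enzyme; some results filed as inactive read as strong as hits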
Target sequence (Q92905 whole entry, looked up, one chain of several): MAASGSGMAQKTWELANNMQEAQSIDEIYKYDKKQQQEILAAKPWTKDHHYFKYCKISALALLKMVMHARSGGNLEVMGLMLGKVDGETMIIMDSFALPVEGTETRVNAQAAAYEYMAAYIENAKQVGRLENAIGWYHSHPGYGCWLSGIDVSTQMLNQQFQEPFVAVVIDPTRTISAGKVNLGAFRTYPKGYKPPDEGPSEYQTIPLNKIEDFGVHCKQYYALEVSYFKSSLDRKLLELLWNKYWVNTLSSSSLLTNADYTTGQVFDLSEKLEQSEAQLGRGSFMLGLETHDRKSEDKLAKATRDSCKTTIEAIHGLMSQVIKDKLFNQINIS
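Assay system: Purified human Csn5 enzyme expressed in HEK293T cells | Amount: Enzyme 0.24 nM | Measured by: Fluorescence polarization readout | Medium: Tris/NaCl/DTT buffer, pH 7.5 | Compound dosing: One concentration, 12.5 µM, 0.25% DMSO | Times: 90 min incubation of compound, enzyme and substrate at room temperature | Control set: no-enzyme wells high, enzyme-with-substrate wells low | Read-out: % inhibition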
STEP inh = STEP (human) phosphatase inhibition | 0.25% of 360,000 active | P54829 | AID 588621 | inhibition, % at 20 µM | recombinant STEP, OMFP fluorogenic substrate, fluorescence;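 active means inhibition at 20 µM, scaled per plate between control wells, above about 37%, limit read from the data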;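 further: 0% = DMSO with enzyme and substrate and 100% = substrate only without enzyme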
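System: STEP phosphatase, cell-free reaction; Buffer or medium: Bis-Tris pH 6.0 buffer with DTT, detergent; Incubation: 20 min at room temperature, dark; Measured by: fluorescence, 480/540 nm.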
Tb MetRS inh = blocks T. brucei methionyl-tRNA synthetase activity. purified T. brucei MetRS, ATP depletion, Kinase-Glo luminescence. inhibition, % at 11.9 µM. 0.4% of 360,000 active. AID 624268;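 active means inhibition above a per-plate cutoff of the control wells' mean inhibition plus 3 SD, cut at about 5.5% in these data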;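 further: 0% = DMSO wells median and 100% = median of wells with control inhibitor compound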
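Dosing: 11.9 µM single point; system: parasite MetRS enzyme; technique: luminescence of leftover ATP; times: 15 min enzyme-compound preincubation, 2 h reaction, 10 min detection, 25 °C; replicates: each compound tested once; read-out basis: percent inhibition relative to median high and low control wells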
* marks the source's active call; other numbers are inactive results; i = inactive; nt = not tested or not shown; + = active, no number.

DNMT1 block	NadD inh	Scp-1 inhibitor	SUMO1 PPI mod	Rpn11 inh	MLLE-PAM2 inh	LMPTP block	CSN deneddyl inh	STEP inh	Tb MetRS inh	SMILES
61*	-6	-9	2	i	-12	-0.7	-2	0	-0.3	CC(C)(C)CC(=O)Nc1cccc2c1CCCC2
0	2	-6	1	i	12	-0.5	0	1	-0.1	O=C(CCn1c(=O)[nH]c2ccccc2c1=O)N1CCN(c2ccc(Cl)cc2)CC1
4	-6	-8	-25	i	-1	1.1	-1	0	-0.3	O=C(OCC(=O)N1CCc2ccccc2C1)c1ccc(Cl)c([N+](=O)[O-])c1
-24	9	-5	-5	i	-23	0.6	2	1	0.2	CCN(CC)c1ccc(/C=N/Nc2ccc(C)cc2)c(O)c1
2	2	24	0	i	14	-1.2	1	-3	-0.3	COC(=O)NCc1ccc(CNC(=O)OC)cc1
2	0	5	1	i	11	-1.8	1	-1	-0.7	CCCOc1ccc(CN(CCO)CCO)cc1C(=O)OC
2	1	3	5	i	-8	0.0	2	0	-0.3	CCC1C(c2ccccc2)=CCC(C(=O)O)C1C (stereo not drawn)
-2	-1	-8	-5	i	3	-0.4	-1	-3	-0.8	CC(C)c1cc(C(=O)N/N=C/c2c[nH]c3ccccc23)n[nH]1
-2	-2	-3	-3	i	-2	2.4	2	2	-0.8	COc1ccc(CCNC(=O)[C@@H](NC(=O)N2CCn3c2nc2ccccc23)C(C)C)cc1OC
0	-4	-3	0	i	-11	-4.8	-5	-1	-0.3	CCCCN1C(=O)C(=O)NC[C@@H]1CCCCN
3	5	-4	0	i	-2	-1.4	-3	-4	-1.1	CCSc1nc(O)cc(=O)n1-c1ccc(OC)cc1
-13	1	-10	-3	i	-6	-1.1	2	0	-0.7	CC(=O)c1ccc(NC(=O)c2cc(=O)[nH]c3ccccc23)cc1

Compound profiles, from the list above. Order of values: DNMT1 block	NadD inh	Scp-1 inhibitor	SUMO1 PPI mod	Rpn11 inh	MLLE-PAM2 inh	LMPTP block	CSN deneddyl inh	STEP inh	Tb MetRS inh
O=C(CCn1c(=O)[nH]c2ccccc2c1=O)N1CCN(c2ccc(Cl)cc2)CC1 is entered as 0	2	-6	1	i	12	-0.5	0	1	-0.1
CCSc1nc(O)cc(=O)n1-c1ccc(OC)cc1 is entered as 3	5	-4	0	i	-2	-1.4	-3	-4	-1.1
CC(=O)c1ccc(NC(=O)c2cc(=O)[nH]c3ccccc23)cc1 is entered as -13	1	-10	-3	i	-6	-1.1	2	0	-0.7
O=C(OCC(=O)N1CCc2ccccc2C1)c1ccc(Cl)c([N+](=O)[O-])c1 is entered as 4	-6	-8	-25	i	-1	1.1	-1	0	-0.3

Continued:
DNMT1 block	NadD inh	Scp-1 inhibitor	SUMO1 PPI mod	Rpn11 inh	MLLE-PAM2 inh	LMPTP block	CSN deneddyl inh	STEP inh	Tb MetRS inh	SMILES
-3	-4	-1	5	i	10	-1.9	3	0	-0.3	CCC(Sc1nc2c(c(=O)[nH]1)CCC2)C(=O)Nc1cccc(OC)c1 (stereo not drawn)
-3	-4	-3	-3	i	-8	0.6	2	0	-0.6	Cc1ccc(C(=O)NCCc2nnc3ccc(SCC(=O)Nc4c(C)cc(C)cc4C)nn23)cc1
0	3	-6	-1	i	15	-1.2	-1	-2	-0.7	CCN(CC)S(=O)(=O)c1cccc(-c2n[nH]c(=S)n2C(C)COC)c1 (stereo not drawn)
1	9	-3	-4	i	-3	-2.1	-1	1	-0.3	Cc1c(-n2cc(C(=O)O)c(=O)c3cc(F)c(N4CCCC(O)C4)c(F)c32)c(=O)n(-c2ccccc2)n1C (stereo not drawn)
1	-5	-5	5	i	-6	-1.2	2	4	0.6	CC(=O)c1cccc(NC(=O)Cn2cnc(S(=O)(=O)N3CCCCC3)c2)c1
70*	3	55*	-13	i	32	1.5	6	2	-0.6	Cc1ccc(C=C2C(=O)c3ccccc3C2=O)o1
1	-5	-7	2	i	9	-3.4	1	0	-0.5	CCN(CC(=O)NC1CCS(=O)(=O)C1)S(=O)(=O)c1ccccc1Cl (stereo not drawn)
-1	-1	-7	35*	i	-19	-1.7	1	-2	0.3	CCCn1c(SCC(=O)Nc2ccc3c(c2)OCO3)n[nH]c1=O
2	-7	-7	2	i	4	-0.8	-4	1	-0.4	CCc1ccccc1NC(=O)Nc1c(C)n(C)n(-c2ccccc2)c1=O
-1	4	1	4	i	8	-0.7	2	0	-0.9	COc1ccc(CCn2c(NCc3ccco3)nc3c2c(=O)[nH]c(=O)n3C)cc1
-2	-2	-7	4	i	-5	0.4	1	3	-0.2	CC(C)C[C@@H](CO)N1CCN(CC(C)C)CCC1=O
nt	10	nt	2	nt	nt	3.4	-5	nt	0.2	COc1ccc(Cc2c(C3CCCCC3)nc3cc(C)c(Br)c(C)n23)c(C)c1
0	3	-6	-4	i	-13	-0.5	-4	-3	0.7	O=C(O)CCC(=O)N1N=C(c2ccc(Br)cc2)CC1c1cccs1 (stereo not drawn)
-1	-4	-4	-4	i	0	-0.9	-5	-3	0.0	CC1CCN(C(=O)CCN2C(=O)C3C4C=CC(C4)C3C2=O)CC1 (stereo not drawn)
2	-2	-11	-8	i	3	-2.0	2	-4	0.0	COc1ccc2nccc(C(N)=O)c2c1
4	-3	-9	6	i	15	-0.6	-1	-2	0.1	COc1ccc(CCNC(=O)C2CCCN(S(=O)(=O)c3cnc[nH]3)C2)cc1OC (stereo not drawn)
0	1	-18	-3	i	6	-2.2	-6	-1	-0.8	COc1ccc(C(=O)NCc2oc(-c3ccccc3)cc2C(=O)O)cc1
2	-6	1	-1	i	-4	-2.0	-6	2	-0.6	CC1CCc2cc(F)ccc2N1C(=O)CCC(=O)O (stereo not drawn)
7	-2	-14	-1	i	15	-1.2	-4	-1	0.2	CCOC(=O)c1sc(NC(=S)NC(=O)C2CC2)cc1C
0	-3	-14	6	i	5	4.3	-5	0	0.3	N#Cc1ccc(-c2ccc(F)cc2)nc1Oc1ccccc1
-2	7	-3	-3	i	6	0.6	-1	1	-0.2	O=C(COC(=O)c1cccnc1Cl)NC12CC3CC(CC(C3)C1)C2
1	-2	7	20	i	-13	-1.0	-1	1	-0.5	Cc1onc(-c2c(Cl)cccc2Cl)c1C(=O)N1CCN(Cc2ccccc2)CC1
-1	-3	12	-1	i	0	-1.8	1	-1	-0.2	N#Cc1ccc(OCC(=O)Nc2ccncc2)cc1
1	-4	-8	-3	i	-7	0.2	0	1	-0.7	CCOC(=O)c1n[nH]n2c1nc(=O)c1ccccc12
0	0	-1	4	i	13	-1.3	2	-6	-0.7	O=C(NCc1ccccn1)c1cccc(NS(=O)(=O)c2ccccc2F)c1
-1	-1	5	-7	i	34	7.3	2	2	-0.4	O=[N+]([O-])c1ccccc1S(=O)(=O)NCCSCc1ccco1
2	2	-5	2	i	6	-0.4	0	0	0.7	COc1ccc(OCCCC(=O)NCC(C)C)cc1
-3	3	-4	2	i	14	0.7	4	-2	-0.8	COc1ccc(OC)c(-n2c(-c3ccc(S(C)(=O)=O)cc3)cc(C=O)c2C)c1
0	1	4	4	i	-45	-1.8	-8	0	-0.5	COCCNC(=S)NCc1cccs1
1	-4	-11	1	i	11	-1.4	4	-2	-0.3	O=C(O)CC1(CC(=O)Nc2ccc(C(F)(F)F)cc2)CCCC1
4	-1	-7	6	i	-9	0.9	0	0	0.1	Fc1ccc(Nc2nnc(C(F)(F)F)s2)cc1Cl
-6	-8	-17	-9	i	1	1.9	-2	1	-0.4	O=C(/C=C/c1ccc(OC(F)F)cc1)Nc1cccc(S(=O)(=O)NC2=NCCCCC2)c1
-12	29*	-8	-12	+	-146	0.7	6	7	-0.2	COc1cc(/C=c2\sc3n(c2=O)C(c2ccccc2)C(c2ccccc2)=NN=3)ccc1O (stereo not drawn)
1	13	-12	-4	i	-10	0.5	5	1	-0.4	Cc1ccc(NC(=O)NNC(=O)c2snnc2C)cc1
1	-2	nt	2	i	11	-0.6	3	2	0.1	CSc1ccccc1NC(=O)C1(C)CCN1C(=O)Cc1ccccc1Cl (stereo not drawn)
-1	-13	-13	-5	i	1	2.3	-10	1	-0.5	Cc1ccc(-c2noc(=O)n2CC(=O)c2ccc(Cl)cc2)cc1
-11	-2	1	-17	i	6	3.8	-10	2	-0.1	Cc1ccc(NC(=O)COC(=O)c2cccc3c2C(=O)c2ccccc2C3=O)c(C)c1
-8	-1	-4	3	i	-15	1.6	2	-4	-0.5	C[C@]12c3[nH]c4ccc(Cl)cc4c3CCN1C(=O)[C@@H](CC(=O)NCc1ccco1)C[C@@H]2C(=O)N1CCCCC1
-1	-1	-3	3	i	13	0.7	-3	0	-0.1	NC(=O)COC(=O)c1cc(S(=O)(=O)N2CCN(c3ccccc3)CC2)ccc1Cl
0	-2	8	1	i	10	0.0	-2	-2	-0.6	Nc1nc(COC(=O)C2CC(=O)N(Cc3ccccc3Cl)C2)nc(Nc2ccccc2)n1 (stereo not drawn)
-3	-5	nt	10	i	2	-0.3	86*	2	-0.2	CC(C)(C)NC(=O)C1(C)CCC(=O)N1C1CCN(Cc2ccccc2)CC1 (stereo not drawn)
-3	-5	-1	-1	i	-24	0.5	5	0	-0.8	COc1ccccc1NC(=S)NCc1ccccn1

High-throughput results as filed in PubChem.
